CHT PAM – allosterically activates the human high affinity choline transporter | Q9GZV3 | CHT-expressing cells, membrane potential dye, choline EC20; hits give high values; LV-AA mutant CHT in HEK293 cells | B-score at 10 µM | 310,000 tested, 0.49% active | AID 488977;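 active means initial fluorescence not abnormally high and integrated response B-score, plate-corrected, over 3 SD above library mean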
Target sequence (Q9GZV3 whole entry, looked up): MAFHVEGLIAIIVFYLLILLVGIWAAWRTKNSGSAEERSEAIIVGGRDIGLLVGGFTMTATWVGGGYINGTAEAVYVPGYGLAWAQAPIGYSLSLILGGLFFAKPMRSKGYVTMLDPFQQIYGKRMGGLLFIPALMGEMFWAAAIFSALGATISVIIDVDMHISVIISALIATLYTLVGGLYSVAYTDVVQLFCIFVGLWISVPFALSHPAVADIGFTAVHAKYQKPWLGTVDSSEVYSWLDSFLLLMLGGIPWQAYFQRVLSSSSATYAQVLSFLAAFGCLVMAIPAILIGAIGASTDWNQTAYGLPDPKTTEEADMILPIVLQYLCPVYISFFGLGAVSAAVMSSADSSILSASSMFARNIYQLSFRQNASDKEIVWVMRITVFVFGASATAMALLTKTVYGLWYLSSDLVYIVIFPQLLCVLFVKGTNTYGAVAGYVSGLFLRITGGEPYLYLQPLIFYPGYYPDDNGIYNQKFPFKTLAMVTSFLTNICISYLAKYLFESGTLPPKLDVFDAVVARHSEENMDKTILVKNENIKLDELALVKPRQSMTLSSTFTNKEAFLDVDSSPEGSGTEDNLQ
OX1R antag-1 – blocks the human orexin 1 receptor | CHO/OX1R cells, Fluo-8 calcium fluorescence, orexin A | inhibition, % at 5 µM | 330,000 tested, 0.43% active | AID 434989;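 active means inhibition above its plate's threshold, mean inhibition of all tested compounds on the plate plus 3 SD, cut at about 37% in these data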;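 further: 0% = orexin A challenge wells and 100% = SB-334867-A antagonist wells; not every result past the cut was called active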
Target sequence (O43613 whole entry, looked up): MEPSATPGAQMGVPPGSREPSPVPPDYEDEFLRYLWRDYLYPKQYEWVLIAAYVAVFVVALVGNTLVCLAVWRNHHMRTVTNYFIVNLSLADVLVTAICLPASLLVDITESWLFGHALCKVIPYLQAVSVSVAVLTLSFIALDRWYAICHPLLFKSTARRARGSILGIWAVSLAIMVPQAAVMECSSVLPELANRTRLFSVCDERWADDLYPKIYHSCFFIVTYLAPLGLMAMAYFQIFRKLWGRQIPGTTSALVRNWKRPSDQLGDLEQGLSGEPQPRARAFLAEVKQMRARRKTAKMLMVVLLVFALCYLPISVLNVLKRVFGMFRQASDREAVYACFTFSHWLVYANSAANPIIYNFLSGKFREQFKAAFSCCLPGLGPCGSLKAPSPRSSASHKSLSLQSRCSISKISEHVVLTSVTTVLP
OX1R antag-2 – antagonists of human orexin 1 receptor (OX1R); OX1R-expressing cells, FRET antagonist read-out; AID 485270; 330,000 tested, 1.8% active; inhibition, % at 6.6 µM; O43613; in the data active means inhibition mostly above about 38%, no sharp cut-off; inactive means mostly below about 40%;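 further: 0% = agonist challenge alone and 100% = reference antagonist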
* hit, by the source's call; i = inactive; · = not tested or not shown. Compounds were not picked by outcome. Share with any hit: about 2.5%.

SMILES | CHT PAM | OX1R antag-1 | OX1R antag-2
COc1ccc(-n2c(Cc3cccn3C)nnc2SCC(=O)N2CCC(C)CC2)cc1 | i | -20.1 | 15.6
CCc1cc(=O)[nH]c(SCc2cccnc2)n1 | i | -11.1 | 14.7
COc1ccc(OC)c(NS(=O)(=O)c2ccc3c(c2)CCC(=O)N3)c1 | i | 0.9 | 12.3
C=CCn1c(=O)c(C(=O)NCCc2ccccc2)c(O)c2ccccc21 | i | -60.8 | 9.8
CCOC(=O)C1=C(N)OC2=C(C(=O)CCC2)C1c1cccnc1 (centres undefined) | i | -23.0 | 3.5
CCNC(=O)/C(=C\c1ccccc1)NC(=O)/C=C/c1ccccc1 | i | -6.6 | 13.0
COc1ccc(C2C(C(=O)c3ccco3)=C(O)C(=O)N2CC2CCCO2)cc1 (centres undefined) | i | -7.2 | 8.9
CCc1ccc(NC(=O)COc2ccc(/C=C(/C#N)c3nc4ccccc4[nH]3)cc2OC)cc1 | i | -0.7 | 16.5
Cc1cccc(NS(=O)(=O)c2ccc3c(c2)Cc2cc(S(=O)(=O)Nc4cccc(C)c4C)ccc2-3)c1C | i | -9.4 | 16.2
CCOC(=O)c1c(NC(=O)CSc2nncs2)sc(C)c1-c1ccccc1 | i | -11.7 | 34.2
CC(=O)Nc1ccc(Oc2cc(C#N)c(C#N)cc2N2CCOCC2)cc1 | i | -14.4 | 4.3
CCCN(c1ccc(C(C)C)cc1)S(=O)(=O)c1c(C)noc1C | i | -8.5 | 15.8
CC1(C)Cc2c(cnn2-c2cccc(F)c2)C(NC(=O)CN2CCCC2=O)C1 (centres undefined) | i | -20.6 | -2.7
CC1CCN(S(=O)(=O)c2ccc3c(c2)N(CC(=O)NCCCOC(C)C)C(=O)CO3)CC1 | i | -8.6 | 6.2
CN(CC(=O)Nc1c(Cl)cccc1Cl)C(=O)Cc1ccc2c(c1)CCC2 | i | -9.1 | 16.0

3 entries out of the list, ordered by length of the SMILES, falling:
SMILES | CHT PAM | OX1R antag-1 | OX1R antag-2
CC1(C)Cc2c(cnn2-c2cccc(F)c2)C(NC(=O)CN2CCCC2=O)C1 (centres undefined) | i | -20.6 | -2.7
COc1ccc(OC)c(NS(=O)(=O)c2ccc3c(c2)CCC(=O)N3)c1 | i | 0.9 | 12.3
CC(=O)Nc1ccc(Oc2cc(C#N)c(C#N)cc2N2CCOCC2)cc1 | i | -14.4 | 4.3

More entries follow.
SMILES | CHT PAM | OX1R antag-1 | OX1R antag-2
O=C(NNC(=O)c1sccc1-n1cccc1)Nc1ccccc1 | i | -3.9 | 6.5
O=C(/C=C/c1ccccc1)NCC(=O)N/N=C/c1ccco1 | i | -13.1 | 25.9
CCC(=C(c1ccc(OC)cc1)c1ccc(OC)cc1)c1cn(CC(O)CN2CCN(C)CC2)c2ccccc12 (centres undefined) | i | 0.2 | 0.6
O=C(O)CCCCn1c(SCC(=O)Nc2ccccc2C(F)(F)F)nc2ccsc2c1=O | i | -10.9 | 15.1
CCCCC(CC)COP(=O)(OCC(CC)CCCC)OCC(CC)CCCC (centres undefined) | · | -12.8 | 2.2
CCC(C)(C)C1CCC(=NNC(=S)Nc2cccnc2)CC1 (centres undefined) | i | -19.6 | 1.4
Cc1nnc(C)c2c(C)n(-c3ccc(Cl)c(N)c3)c(C)c12 | i | -9.1 | 1.5
COc1ccc(NC(=O)c2c([N+](=O)[O-])c(C(C)(C)C)nn2C)cc1 | i | -17.4 | 5.9
COc1cccc(CN(C)CC(=O)Nc2sc3c(c2C#N)CCC3)c1 | i | -31.6 | 3.0
Cc1c(NC(=O)C(C)N2C(=O)NC3(CCC(C)CC3)C2=O)c(=O)n(-c2ccccc2)n1C (centres undefined) | i | -1.9 | 12.5
CS(=O)(=O)c1nc(-c2ccc(Br)cc2)cc(-c2ccccc2)c1C#N | i | 15.2 | 1.2
Cc1ccc(CNC(=O)C2CCN(c3nn4c(=O)cc(C)nc4s3)CC2)cc1 | i | -33.8 | 12.2
COc1cccc(-c2csc(N3CCN(C(=S)Nc4ccc(Cl)cc4)CC3)n2)c1 | i | 11.5 | 3.1
O=C(/C=C/c1ccccc1)NCCSc1ccc(Cl)cc1 | i | -8.7 | 41.0
CCCOc1ccc(C(CC(=O)O)NS(=O)(=O)c2ccc(NC(C)=O)cc2)cc1 (centres undefined) | i | -11.7 | -3.8
COc1ccc(NC(=O)C2CCN(c3cc(C)nc(-c4ccccc4)n3)CC2)cc1 | i | -14.4 | 15.0
NC(=O)c1cc(S(=O)(=O)Nc2ccccc2)cs1 | i | -2.6 | -4.4
CCOC(=O)Cn1c2c(c(=N)c3c1CCC3)CCCC2 | i | -15.6 | 12.4
CN(CCc1ccccn1)Cc1ccc(Cl)cc1Cl | i | -15.6 | 2.6
CCC1CCCCN1C(=O)c1cc2c(=O)n3cccc(C)c3nc2s1 (centres undefined) | i | -17.2 | 17.2
O=C(NCCN1C(=O)S/C(=C/c2cccnc2)C1=O)C1=NN(c2ccccc2)C(=O)CC1 | · | -15.9 | 16.3
Oc1ccc(/C=C/c2ccc3ccccc3n2)cc1 | i | -13.4 | 8.4
CCCCC(O)(C(NC=O)C(=O)OC)C(F)(F)F (centres undefined) | i | -12.6 | 23.8
C=CCN1C(=O)C(Cc2ccc(OC)cc2)SC1=Nc1ccc(C(=O)O)cc1 (centres undefined) | i | 0.1 | 23.1
CCCCNCc1cc(Br)c(OCC(=O)NCc2ccccc2)c(OC)c1 | i | -30.8 | 0.3
O=C(NCc1ccc2c(c1)OCO2)C(=S)N1CCOCC1 | i | -13.7 | 5.6
CCOC(=O)N1CCC(NC(=O)C2CCN(S(=O)(=O)c3c(C)noc3C)CC2)CC1 | i | -17.7 | 17.2
Cc1cc(C)c2c(=O)[nH]c(SCC(=O)c3ccc(C(C)C)cc3)nc2n1 | i | -16.7 | 7.3
Cc1ccc(S(=O)(=O)CCC(=O)Nc2sccc2C#N)cc1 | i | -20.0 | 3.5
CCOC(=O)c1c(NC(=O)c2noc(C)c2[N+](=O)[O-])sc(C(C)=O)c1C | i | -17.1 | 17.4
COc1ccccc1N(C)S(=O)(=O)c1ccc(C(=O)OC(C)C(=O)NCc2ccc3c(c2)OCO3)cc1 (centres undefined) | i | -7.4 | 6.2
CCC(CC)C(=O)Nc1cccc(C(=O)N2CCOCC2)c1 | i | 7.6 | 9.5
COC(=O)c1cc(=O)nc2scc(C)n12 | i | 0.3 | 4.5
COc1ccc2oc(N)c(C=O)c(=O)c2c1 | i | -23.4 | 10.3
COc1ccc(CN2CCC(n3nccc3NC(=O)C3CCCC3)CC2)c(OC)c1 | i | -25.5 | 1.8
Cc1[nH]c2ccccc2c1N=Nc1cccc(C(=O)O)c1 | i | 11.2 | 17.2
Cc1c(Cl)cccc1N1CC(C(=O)Nc2nccs2)CC1=O (centres undefined) | i | 0.3 | 14.8
CC(c1ccccc1)n1cc(C(=O)NCCN2CCOCC2)nn1 (centres undefined) | i | -20.5 | 29.1
CC(C(=O)N1CCN(C)CC1)N1C(=O)c2ccccc2C1=O (centres undefined) | i | -12.8 | 10.1
CC1=CC(c2ccccc2)n2nc(NS(=O)(=O)c3ccc(C)cc3)nc2N1 (centres undefined) | i | 1.1 | 11.9
CC(=O)Nc1ccccc1S(=O)(=O)CC1CC1(Cl)Cl (centres undefined) | i | -12.8 | -15.3
CCN(CC)S(=O)(=O)c1cccc(-c2n[nH]c(=S)n2C)c1 | i | -9.1 | 7.7
COC(=O)CCCC1=CC2=C(c3ccccc3)C(=O)C(C)(OC(=O)C3CCCC3)C(=O)C2=CN1CCCCO (centres undefined) | i | -2.0 | 22.6
Nc1ccn(CC(=O)NCc2ccccn2)c(=O)n1 | · | -4.6 | 5.6
CCC(C)NC(=O)C(NS(=O)(=O)c1ccc2c(c1)c(=O)n(C)c(=O)n2C)c1ccccc1 (centres undefined) | i | -28.3 | 6.5
CCN(c1ccccc1)S(=O)(=O)c1cccc(C(=O)NCC(c2cccs2)N(C)C)c1 (centres undefined) | i | -39.9 | 35.8
Cc1c(NC(=O)CN2C(=O)NC3(CCCC3)C2=O)c(=O)n(-c2ccccc2)n1C | i | -13.9 | -1.6
COCCn1nnnc1C(c1ccc(Cl)cc1)N1CCN(C(=O)c2ccco2)CC1 (centres undefined) | i | -30.2 | 5.6
CCOc1ccc(OCC)c(NC(=O)C2C3C=CC(O3)C2C(=O)NCc2ccco2)c1 (centres undefined) | i | -13.9 | 14.5
Cc1ccc(F)c(NC(=O)c2cncn2-c2ccccc2)c1 | i | -11.2 | 5.3
CCCN(CCC)c1nc(N(CCC)CCC)[nH]c(=O)n1 | i | -13.9 | 31.8
CCOC(=O)CCC(=O)Nc1ccc(S(=O)(=O)N2CCc3ccccc32)cc1 | i | 6.5 | 9.1
Cc1csc(C(=O)O)c1NC(=O)c1ccc(F)cc1 | i | -15.4 | 11.5
COc1ccc(CCN(C)S(=O)(=O)c2cn(C)c(=O)n(C)c2=O)cc1OC | · | 23.5 | 4.0
O=C(O)COc1ccc2c(c1)OCCO2 | i | 6.0 | 3.6
CS(=O)(=O)N1CCc2cc(S(=O)(=O)Nc3ccc4c(c3)OCCO4)ccc21 | i | 14.8 | 8.2
O=C(CSc1ccc2nnc(CCNC(=O)c3ccc(F)cc3)n2n1)NCC1CCCO1 (centres undefined) | i | 5.3 | 23.8
O=C(C(c1ccccc1)c1ccccc1)N1CC[C@@]2(O)CCCC[C@H]2C1 | i | -18.8 | 4.7
COc1ccc(C)cc1S(=O)(=O)N(C)CC(=O)N1CCCC1 | i | -3.1 | 5.7
CCOc1ccc(N(C(=O)c2snc(C(N)=O)c2N)C(C(=O)NCC2CCCO2)c2ccco2)cc1 (centres undefined) | i | -42.0 | 15.7

Brought forward from above: four entries; new compounds follow.
SMILES | CHT PAM | OX1R antag-1 | OX1R antag-2
O=C(CSc1ccc2nnc(CCNC(=O)c3ccc(F)cc3)n2n1)NCC1CCCO1 (centres undefined) | i | 5.3 | 23.8
O=C(C(c1ccccc1)c1ccccc1)N1CC[C@@]2(O)CCCC[C@H]2C1 | i | -18.8 | 4.7
COc1ccc(C)cc1S(=O)(=O)N(C)CC(=O)N1CCCC1 | i | -3.1 | 5.7
CCOc1ccc(N(C(=O)c2snc(C(N)=O)c2N)C(C(=O)NCC2CCCO2)c2ccco2)cc1 (centres undefined) | i | -42.0 | 15.7
CCNS(=O)(=O)c1cc(-c2nnc(OC)c3ccccc23)ccc1C | 7.71* | 1.2 | 23.2
CCOC(=O)C1CCCCN1C(=O)c1oc2c(Cl)cc(C)cc2c1C (centres undefined) | i | -34.8 | 32.5
Cc1ccc(SC(CC(=O)c2ccc(C)cc2)C(=O)O)cc1 (centres undefined) | i | -9.6 | 8.6
COC(=O)c1cc(S(=O)(=O)N2CCC(C)CC2)ccc1F | i | -33.8 | 3.1
CCOC(=O)c1ccc(NC2c3ncccc3C(=O)N2Cc2ccc(F)cc2)cc1 (centres undefined) | i | -29.3 | 4.9
CCCC(C)NC(=O)Cn1c(=O)c2c(ncn2CCC(C)C)n(Cc2ccccc2)c1=O (centres undefined) | i | -9.6 | 11.6
COc1ccc(C(C)NC(=O)c2ccc(Cl)cc2)cc1OC (centres undefined) | i | -25.1 | 7.9
CC(C(=O)NCC(=O)Nc1ccc(F)c(F)c1F)N1CCN(Cc2ccc(C#N)cc2)CC1 (centres undefined) | · | -26.8 | 4.4
CCN(CC)C(=O)C(=O)c1cccn1-c1ccccc1C#N | i | -6.3 | 51.9
CCOC(=O)c1ccc(NC(=O)CCc2nc(-c3cccc(C)c3)no2)cc1 | i | 14.6 | 11.0
COCC(C)n1c(COc2ccccc2F)nnc1SCC(=O)c1c(N)n(C)c(=O)n(C)c1=O (centres undefined) | i | -14.7 | 17.4
CCc1noc(C)c1C(=O)N1CCN(S(=O)(=O)c2c(C)cc(C)cc2C)CC1 | · | -20.6 | 3.6
CN(C)C(=O)[C@H]1C[C@H]1[C@@H](O)[C@H](CO)NC(=O)[C@H](COCc1ccccc1)NC(=O)OC(C)(C)C | i | -6.5 | 12.2
COc1ccc(-c2cn3c(C)c(C(=O)Nc4cccc(NC(C)=O)c4)sc3n2)cc1 | i | 30.1 | 23.8
c1ccc2c(NCCc3c[nH]c4ccccc34)c3ccccc3nc2c1 | i | 11.9 | 10.7

Reprinted from the part before: two entries; new compounds follow.
SMILES | CHT PAM | OX1R antag-1 | OX1R antag-2
COc1ccc(-c2cn3c(C)c(C(=O)Nc4cccc(NC(C)=O)c4)sc3n2)cc1 | i | 30.1 | 23.8
c1ccc2c(NCCc3c[nH]c4ccccc34)c3ccccc3nc2c1 | i | 11.9 | 10.7
CC(=O)Nc1ccc(C(=O)OCc2ccccc2Cl)cc1 | i | 0.5 | 49.7
CCCOc1ccc(N2C(=O)CC(SC(=NCC)Nc3cccc(F)c3)C2=O)cc1 (centres undefined) | i | -45.0 | 13.2
COCCSc1ccccc1C(=O)NCc1ccco1 | i | -10.7 | 6.9
O=c1c(C/C=C/c2ccccc2)c(O)ccn1Cc1ccc(Cl)cc1Cl | i | -28.9 | 28.6
CC(=O)Nc1ccc(S(=O)(=O)N2CCN=C2SCc2ccc([N+](=O)[O-])cc2)cc1 | i | 9.0 | 22.5
COc1ccc(/C=C/C(=O)OCC(=O)Nc2ccc(Cl)cc2F)cc1S(=O)(=O)N1CCOCC1 | i | -3.3 | 17.0
CCOc1ccc(N(CC(=O)Nc2ccccc2)S(C)(=O)=O)cc1 | i | -13.7 | 10.6
CC(C)CN(C(=O)CC1OC(=O)c2ccccc21)c1c(N)n(Cc2ccccc2)c(=O)[nH]c1=O (centres undefined) | i | -11.1 | 19.2
Cc1cc(C)nc(NS(=O)(=O)c2ccc(NC(=O)c3ccc(S(=O)(=O)N(C)C)cc3)cc2)n1 | i | -3.4 | 9.6
COc1ccc(S(=O)(=O)N2CCc3ccccc3C2)cc1OC | i | -30.9 | 1.9

Screens from PubChem BioAssay.
